pCIP destab: p/CIP protein destabilization; Q05BA5; F442A p/CIP-EGFP cells, EGFP fluorescence, 16 h; decrease of EGFP signal, % at 10 µM; AID 1984; 0.01% of 290,000 active;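 active = EGFP signal decrease of at least 30% at 10 µM or well 3 SD below plate mean, unless failing retest; inactive = the rest, including hits failing retest or dose response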; note: some compounds called inactive have numbers as strong as hits; many of its hits are not listed in these tables
GPR7 antagonist: blocks human GPR7 receptor signaling; 1.1% of 290,000 active; GPR7-expressing cells, fluorescence antagonist assay; inhibition, % at 4.4 µM; P48145; in the data active = inhibition above about 16%, passing the limit was not always enough;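 note: cells stimulated with the agonist NPW; 0% = agonist with vehicle and 100% = vehicle without agonist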
NALP1 inh: NALP1 inhibition | S. cerevisiae NALP1/ASC/caspase-1 growth, X-gal OD620, 72 h | inhibition, % at 10 µM | 0.61% of 280,000 active; in the data active = inhibition mostly above about 24%, no sharp cut-off; inactive = mostly below about 32%; note: some compounds called inactive have numbers as strong as hits
IDE cell inh: inhibits human insulin-degrading enzyme in HEK cells; P14735; FAbetaB cleavage, fluorescence polarization; inhibition, % at 5.59 µM; 0.41% of 320,000 active; AID 434962;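 active = percent inhibition above the average of all tested compounds plus 3 SD, set per screening campaign, cut at about 16% in these data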;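 note: IDE supplied by intact live HEK cells; FP after avidin binding of uncleaved biotin substrate so inhibition keeps polarization high; 0% = DMSO wells and 100% = 60 µM reference IDE inhibitor Ii1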
Target sequence (P14735 whole entry, looked up): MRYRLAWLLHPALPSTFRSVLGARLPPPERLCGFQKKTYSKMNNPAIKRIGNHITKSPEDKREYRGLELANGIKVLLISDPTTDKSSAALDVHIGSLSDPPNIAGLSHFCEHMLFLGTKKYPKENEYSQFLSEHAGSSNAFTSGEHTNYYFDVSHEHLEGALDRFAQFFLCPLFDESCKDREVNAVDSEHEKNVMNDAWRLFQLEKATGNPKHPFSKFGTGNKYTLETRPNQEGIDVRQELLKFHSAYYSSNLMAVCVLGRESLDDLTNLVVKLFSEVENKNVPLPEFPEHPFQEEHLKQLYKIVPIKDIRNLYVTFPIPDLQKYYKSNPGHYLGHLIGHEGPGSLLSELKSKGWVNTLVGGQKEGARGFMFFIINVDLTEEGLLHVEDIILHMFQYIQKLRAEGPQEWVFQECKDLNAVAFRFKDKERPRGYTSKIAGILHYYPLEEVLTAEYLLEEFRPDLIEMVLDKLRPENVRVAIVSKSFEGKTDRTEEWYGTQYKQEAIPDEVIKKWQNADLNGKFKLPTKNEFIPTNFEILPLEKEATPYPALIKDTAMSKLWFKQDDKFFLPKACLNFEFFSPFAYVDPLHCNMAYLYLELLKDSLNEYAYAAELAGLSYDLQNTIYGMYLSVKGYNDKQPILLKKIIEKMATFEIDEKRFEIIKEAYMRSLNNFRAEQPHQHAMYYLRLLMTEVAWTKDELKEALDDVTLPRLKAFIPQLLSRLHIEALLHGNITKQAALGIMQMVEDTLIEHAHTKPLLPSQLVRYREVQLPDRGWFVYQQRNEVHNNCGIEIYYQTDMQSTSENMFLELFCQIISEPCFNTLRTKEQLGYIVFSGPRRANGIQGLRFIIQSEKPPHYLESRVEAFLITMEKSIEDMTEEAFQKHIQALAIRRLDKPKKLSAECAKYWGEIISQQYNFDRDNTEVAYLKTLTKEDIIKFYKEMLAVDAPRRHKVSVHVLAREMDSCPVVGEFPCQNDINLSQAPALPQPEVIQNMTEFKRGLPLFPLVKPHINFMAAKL
PHOSPHO1 inh: blocks human PHOSPHO1 phosphatase activity; recombinant PHOSPHO1, absorbance phosphatase assay; inhibition, % at 13.3 µM; 1.1% of 290,000 active; AID 1565; in the data active = inhibition above about 60%
IDE act: IDE (human) activation, cell-based; HEK cells, FAbeta-B cleavage, fluorescence polarization; 0% vehicle, 100% cell-free pure enzyme wells; 0.073% of 340,000 active; AID 493087; activation, % at 5.96 µM;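 active = activation above the mean of all tested compounds plus 3 SD, set per screening campaign, cut at about 17% in these data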
VIM-2 inh: blocks Pseudomonas aeruginosa VIM-2 metallo-beta-lactamase; purified VIM-2, nitrocefin hydrolysis, epi-absorbance fluorescence; 0.89% of 290,000 active; inhibition, % at 5.6 µM;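 active = inhibition above the mean of all tested compounds plus 3 SD, cutoff set per screening run, cut at about 7.5% in these data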;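 note: red hydrolysis product quenches plate fluorescence so inhibitors raise well fluorescence; 0% = enzyme with DMSO and 100% = DMSO without enzyme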
IMP-1 inhibitor: inhibitors of Pseudomonas aeruginosa IMP-1 metallo-beta-lactamase; purified IMP-1, nitrocefin hydrolysis, epi-absorbance fluorescence; inhibition, % at 5.6 µM; 0.45% of 290,000 active;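 active = inhibition above the mean plus 3 SD of all compounds in the same screening run, cut at about 4.5% in these data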;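 note: 0% = IMP-1 with DMSO and 100% = DMSO wells lacking enzyme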
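System: Purified IMP-1 | Read-out basis: Percent enzyme inhibition | Controls: IMP-1 with DMSO as 0%, enzyme-free DMSO as 100% | Replicates: One well per compound | Doses: 5.6 µM nominal single concentration | Detection: Epi-absorbance fluorescence, 480 nm excitation, 530 nm emission | Incubation: 25 °C, 15 min preincubation, 25 min reaction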
M18AAP inhibitor: PfM18AAP enzyme inhibition. recombinant PfM18AAP, H-Glu-NHMec fluorogenic cleavage. inhibition, % at 7.35 µM. 1.2% of 290,000 active. AID 1822;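 active = inhibition above the campaign mean inhibition over all tested compounds plus 3 SD, cut at about 28% in these data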;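 note: 0% = plate median of test compound wells and 100% = 2 mM ZnCl2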
An asterisk follows results filed as active; x = not tested or not shown.

SMILES	pCIP destab	GPR7 antagonist	NALP1 inh	IDE cell inh	PHOSPHO1 inh	IDE act	VIM-2 inh	IMP-1 inhibitor	M18AAP inhibitor
Oc1ccc(N2CCN(Cc3nc4ccccc4[nH]3)CC2)cc1	3.8	-19.4	-3.0	-4.0	20.0	-0.1	-2.8	-2.7	42.2*
Cc1ccc(NC(=O)COC(=O)/C=C/c2cccc(Cl)c2)cc1S(=O)(=O)N1CCOCC1	0.2	-2.2	31.2	-4.1	-4.5	1.0	-3.5	-2.5	-7.7
N#Cc1c(N)nc(N2CCCC2)c(C#N)c1-c1ccc(Cl)cc1	-14.8	-9.7	19.4	6.6	0.2	1.0	-3.3	-2.2	1.2
CCCCn1nc(C(=O)N2CCc3ccccc32)c2ccccc2c1=O	-4.3	-9.4	-4.3	-1.1	10.9	0.0	-2.5	-3.0	1.5
Oc1ccc(/C=N/NC(=S)NC2CC3CCC2C3)cc1 (configuration not stated)	-4.5	2.4	31.4	-1.5	24.6	-4.6	-2.3	-0.5	-2.2
Cc1ccc(C(=O)Nc2ccc(N3CCCC3)cc2)c(C)c1	-12.6	-12.8	19.9	0.9	15.2	3.9	-0.8	-2.3	3.1
O=C(Nc1nnc(C2=COCCO2)o1)c1ccc(S(=O)(=O)N2CCOCC2)cc1	4.3	-3.4	14.3	-1.4	1.8	2.7	-3.2	-2.5	4.1
O=C(Nc1ccc(F)cc1)C(c1ccccc1)N1CCN(C(=O)c2ccco2)CC1 (configuration not stated)	-8.9	-18.6	10.2	-5.1	6.3	7.7	-5.4	-1.5	1.3
COc1ccc(CNC(=O)CNS(=O)(=O)c2cccs2)cc1	-28.4	5.4	8.2	-2.9	43.3	1.6	-3.8	-2.7	2.5
CCOc1ccc(S(=O)(=O)c2c(C(=O)c3ccccc3)cnc3cc4c(cc23)OCCO4)cc1	6.5	-4.5	21.1	-0.8	6.1	-1.1	-1.5	1.4	3.6
NS(=O)(=O)c1cccc(NC(=O)COc2ccc([N+](=O)[O-])cc2)c1	17.1	-0.8	-26.6	1.8	-8.2	6.2	-2.7	-3.0	1.8
COc1ccccc1CNC(=O)C(=O)NCC1OCCN1S(=O)(=O)c1ccc(Br)cc1 (configuration not stated)	3.2	16.5	11.0	6.9	12.6	0.7	1.2	-1.4	2.9
CCCCc1cc(=O)oc2cc(C)cc(OCC(=O)N3CCC(C(N)=O)CC3)c12	11.5	-0.4	18.5	6.8	33.8	1.0	-1.5	-1.7	1.3
COC(=O)CC1COc2ccccc2N1S(=O)(=O)c1ccc(Br)cc1 (configuration not stated)	0.0	-16.6	12.7	-5.3	28.3	4.0	-1.7	-2.1	-3.9
COc1cc(Br)cc(/C=N/N(CCO)C2=NS(=O)(=O)c3ccccc32)c1OC	-6.9	-22.5	5.9	5.5	24.1	-1.0	2.7	-3.7	-3.4
COc1ccccc1-c1nnc(SCC(=O)Nc2ccc(S(N)(=O)=O)cc2)n1N	-6.7	-2.9	x	0.2	-25.6	0.9	-1.7	-1.4	0.2
Cc1ccc(NC(=O)CCn2c(=O)oc3ccccc32)c(C)c1	-2.1	-9.8	25.6	-2.2	3.8	-1.1	-1.9	-0.8	1.7
CC(C)c1ccc(/C=C(\NC(=O)c2ccccc2)C(=O)NCCCn2ccnc2)cc1	-5.4	8.8	-6.5	2.2	19.1	1.1	-3.2	-2.6	1.6
O=C(Nc1cccnc1)c1ccc(S(=O)(=O)N2CCCCCC2)cc1	-6.4	-9.2	-0.9	1.4	7.2	5.0	-2.8	-3.1	-15.4
CCc1nc(Nc2ccccc2)c2nnn(Cc3ccccc3)c2n1	-14.0	-15.3	15.5	-5.0	x	-1.5	-1.2	-1.4	-3.5
O=C(CSc1c[nH]c2ccccc12)NC1CCCC1	-1.7	-6.7	3.0	1.2	42.7	-6.9	-2.4	-0.9	3.6
Clc1ccc(-c2ncc3ccccn23)cc1	0.3	-2.2	7.8	-8.4	51.1	-0.5	-3.4	-2.3	3.3
Cc1ccc(C(=O)NC2CCN(C(=O)NC3CCCCC3)CC2)cc1	6.7	-4.8	0.8	x	21.6	0.2	-0.1	-5.9	-2.8
O=C(Cc1ccc([N+](=O)[O-])cc1)N1N=C(C2CC2)CC1(O)C(F)(F)F (configuration not stated)	1.4	-0.2	6.4	3.5	4.1	-2.2	-4.1	-1.9	13.6
COc1ccc(C2=NN(c3nc4ccccc4s3)C(=O)/C2=C\N(C)C)cc1	-3.7	-11.5	-6.3	0.5	-1.5	1.3	-0.5	-0.1	-6.9

Filtered by structure: the entries above with two or more sulfur atoms (2)
SMILES	pCIP destab	GPR7 antagonist	NALP1 inh	IDE cell inh	PHOSPHO1 inh	IDE act	VIM-2 inh	IMP-1 inhibitor	M18AAP inhibitor
COc1ccc(CNC(=O)CNS(=O)(=O)c2cccs2)cc1	-28.4	5.4	8.2	-2.9	43.3	1.6	-3.8	-2.7	2.5
COc1ccccc1-c1nnc(SCC(=O)Nc2ccc(S(N)(=O)=O)cc2)n1N	-6.7	-2.9	x	0.2	-25.6	0.9	-1.7	-1.4	0.2

New compounds follow:
SMILES	pCIP destab	GPR7 antagonist	NALP1 inh	IDE cell inh	PHOSPHO1 inh	IDE act	VIM-2 inh	IMP-1 inhibitor	M18AAP inhibitor
NC(=S)N1CCCc2ccccc21	-13.6	-20.2	19.5	2.2	-22.6	2.0	-2.7	-2.8	-2.7
COc1ccc(NC(=O)Nc2ccc([N+](=O)[O-])cc2)cn1	-6.4	-2.5	16.9	-7.8	20.0	6.9	-1.1	-1.7	-0.9
CN(/C=C/c1c([N+](=O)[O-])c(=O)n(C)c(=O)n1C)c1ccccc1	-17.4	-16.9	5.8	-3.8	44.9	2.9	0.3	-3.5	-1.4
COc1ccc(C(=O)NCCCNC(=O)c2cnccn2)cc1	5.6	-4.4	-3.3	-1.6	12.1	-0.8	-6.0	-3.5	0.1
CCN(CC)S(=O)(=O)c1cc(C(=O)OCC(=O)NC(=O)c2cccn2C)ccc1C	8.5	2.2	16.9	-1.6	-10.5	0.2	0.1	-1.1	-3.5
CCC(=O)Nc1ccc2c(c1)nc1n2CCSC1	0.0	-11.2	5.4	-5.1	14.7	9.3	-3.8	-2.5	-2.4
CC(=O)C1=C(C)OC2(O)c3ccccc3C(=O)C12O (configuration not stated)	-0.7	-4.1	-7.8	7.7	-11.4	x	-1.4	-3.4	0.8
OCC(O)CN(c1ccccc1)c1ccccc1 (configuration not stated)	-4.0	-2.5	14.7	4.5	4.4	3.8	-0.8	-0.8	0.3
COc1ccccc1NC(=O)CSc1nnc(-c2ccncc2)n1CC1CCCO1 (configuration not stated)	3.0	-0.8	15.4	0.9	-14.1	-1.4	0.3	-1.5	-2.8
O=C(/C=C\c1cccs1)N1CCN(Cc2ccc3c(c2)OCO3)CC1	-6.8	-7.1	12.5	5.8	-21.6	-3.6	-2.4	-3.2	-5.2
CCCNC(=O)C1CC(c2cccc(F)c2)=NO1 (configuration not stated)	-8.5	x	13.4	8.4	13.3	5.9	x	x	x
COc1ccccc1N1CCN(CC(O)c2ccccc2)CC1 (configuration not stated)	-11.3	-1.0	18.6	-2.3	26.9	2.1	0.7	2.2	-8.7
CCOC(=O)c1ccc(NC(=S)NCc2ccco2)cc1	-8.1	-9.8	-0.6	-2.4	8.3	0.8	-2.4	-2.0	4.8
COc1ccc(C2CC(c3ccccc3)=NN2c2ccc(C(N)=O)cc2)cc1 (configuration not stated)	-1.9	-17.7	-1.2	1.2	44.1	3.2	-0.9	-1.9	-1.2
N#CCCn1c(SCC(=O)NCCc2ccc(F)cc2)nc2ccccc21	5.1	3.7	-2.5	-2.9	22.8	-0.1	1.9	-1.5	0.1
COc1cc(OC)c(C(=O)OCC(=O)NCCc2ccccc2)cc1OC	-1.7	-4.7	3.2	-1.5	12.7	-2.2	-2.2	-1.2	-0.5
CSC1=N/C(=C\c2ccc3c(c2)OCO3)C(=O)S1	-6.4	-9.0	3.7	1.1	-15.2	4.2	-0.2	-4.2	2.0
OC(COc1ccc2ccccc2c1Br)Cn1cnc(-c2ccccc2)c1 (configuration not stated)	-9.9	10.2	27.9	4.0	0.3	-6.2	2.5	-1.2	-2.5
CCOC(=O)C(C)Sc1nc2c(c(=O)[nH]c(=O)n2C)n1Cc1ccc(Cl)cc1 (configuration not stated)	-0.8	-8.8	x	5.9	11.7	3.3	-1.5	-2.6	-3.6
C=CCn1c(N/N=C/c2ccc(O)cc2)nc2ccccc2c1=O	-3.2	-18.4	23.1	-1.0	-22.9	-0.1	-3.0	-3.1	7.1
Cc1ccc(S(=O)(=O)N2CCOCC2)cc1NC(=O)COC(=O)c1n[nH]c(=O)c2ccccc12	9.4	-8.3	-0.6	0.8	10.8	5.8	0.0	-2.2	0.2
COc1ccc(S(=O)(=O)N2CC(O)C[C@H]2C(=O)OCC(=O)N2CCCCCC2)cc1 (some centres not stated)	-5.1	-5.9	-5.5	4.2	28.1	4.5	-1.8	-1.5	-9.6
Cn1c(CCN2CCCCC2)nc2cc(NC(=O)COc3ccccc3)ccc21	-1.9	5.6	13.0	5.7	22.4	-1.8	-3.7	-2.9	3.2
CNS(=O)(=O)c1cccc(C(=O)OCC(=O)Nc2ccc(N3CCCCC3)cc2)c1	9.6	-5.9	-6.5	0.0	-1.7	3.3	-2.2	-1.2	2.5
CCOC(=O)c1cnn(-c2cc(Oc3ccccc3C)ncn2)c1N	-0.8	8.5	3.5	-2.8	14.7	2.8	-1.0	-2.8	-4.5

3 compounds from above, ordered by number of heavy atoms, rising:
SMILES	pCIP destab	GPR7 antagonist	NALP1 inh	IDE cell inh	PHOSPHO1 inh	IDE act	VIM-2 inh	IMP-1 inhibitor	M18AAP inhibitor
COc1ccc(CNC(=O)CNS(=O)(=O)c2cccs2)cc1	-28.4	5.4	8.2	-2.9	43.3	1.6	-3.8	-2.7	2.5
Oc1ccc(N2CCN(Cc3nc4ccccc4[nH]3)CC2)cc1	3.8	-19.4	-3.0	-4.0	20.0	-0.1	-2.8	-2.7	42.2*
CCOC(=O)C(C)Sc1nc2c(c(=O)[nH]c(=O)n2C)n1Cc1ccc(Cl)cc1 (configuration not stated)	-0.8	-8.8	x	5.9	11.7	3.3	-1.5	-2.6	-3.6

Next part.
SMILES	pCIP destab	GPR7 antagonist	NALP1 inh	IDE cell inh	PHOSPHO1 inh	IDE act	VIM-2 inh	IMP-1 inhibitor	M18AAP inhibitor
COc1ccc(-n2c(SCC(=O)NCc3ccco3)nc3c([nH]c4ccccc43)c2=O)cc1	12.1	-6.4	17.9	0.7	-6.0	3.0	-3.9	-0.8	-2.2
CCOC(=O)NC(O)C(=O)c1cccs1 (configuration not stated)	-0.4	-9.0	2.5	4.8	9.1	0.8	-2.2	-2.1	-3.4
COc1ccc(CN2CCN(C(=O)CC(C)C)CC2)cc1Br	-0.2	-11.7	-2.5	-1.0	44.4	1.7	-1.4	-0.6	-7.1
Cc1cc(NC(=O)c2cc3cccc([N+](=O)[O-])c3[nH]2)ccc1F	2.0	-0.7	x	8.5	28.5	-10.3	0.2	-0.5	-1.1
N#Cc1cccc(NC(=O)Cn2cnc(S(=O)(=O)N3CCCC3)c2)c1	4.5	25.4	28.5	0.1	49.6	7.2	-1.5	0.1	9.8
CSc1ncccc1C(=O)Nc1nc(C(C)(C)C)cs1	1.2	-0.8	6.0	-1.1	36.0	-1.1	-1.4	-2.7	7.7

M18AAP inhibitor, entries above that show a hit
SMILES	pCIP destab	GPR7 antagonist	NALP1 inh	IDE cell inh	PHOSPHO1 inh	IDE act	VIM-2 inh	IMP-1 inhibitor	M18AAP inhibitor
Oc1ccc(N2CCN(Cc3nc4ccccc4[nH]3)CC2)cc1	3.8	-19.4	-3.0	-4.0	20.0	-0.1	-2.8	-2.7	42.2*
